TDP2 absorb: blocks human TDP2 phosphodiesterase activity. O95551. recombinant TDP2, T5PNP hydrolysis, p-nitrophenol absorbance 415 nm. inhibition, % at 12.8 µM. hit rate 0.34% among 370,000;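 active = inhibition above the mean of all tested compounds plus 3 SD, set per campaign, cut at about 25% in these data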;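 also: 0% = DMSO with enzyme and 100% = buffer with substrate but no TDP2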
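Incubation: 2 h at 37 °C; Test system: recombinant human TDP2; Quantity: enzyme 120 nM; Read-out basis: percent inhibition; Medium: 50 mM Tris-HCl pH 7.5 with Mg2+, KCl, DTT, BSA; Repeats: single replicate; Compound: 12.8 µM single point, 1% DMSO; Signal: epi absorbance; Reagent: 5 mM T5PNP chromogenic substrate; Benchmarks: no-enzyme high, DMSO-plus-enzyme low.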
MBD2 inh: MBD2-methylated oligo binding inhibition | hit rate 0.31% among 370,000 | AID 686964 | inhibition, % at 4.4 µM | TR-FRET, MBD2 binding to methylated oligonucleotide; in the data active = inhibition above about 13%
Target sequence (Q9UBB5 whole entry, looked up): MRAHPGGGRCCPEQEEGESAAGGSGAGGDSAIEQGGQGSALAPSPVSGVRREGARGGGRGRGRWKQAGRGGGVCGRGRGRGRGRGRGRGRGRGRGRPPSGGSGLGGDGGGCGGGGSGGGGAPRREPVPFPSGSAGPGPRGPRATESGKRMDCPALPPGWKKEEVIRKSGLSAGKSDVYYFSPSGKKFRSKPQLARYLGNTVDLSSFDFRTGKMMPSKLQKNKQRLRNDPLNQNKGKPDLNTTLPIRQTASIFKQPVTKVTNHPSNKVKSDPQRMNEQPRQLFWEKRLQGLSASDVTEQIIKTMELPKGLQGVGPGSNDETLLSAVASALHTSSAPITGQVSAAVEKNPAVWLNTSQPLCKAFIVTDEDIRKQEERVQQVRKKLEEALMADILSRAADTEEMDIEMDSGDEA
PRMT1 inh: inhibitors of human PRMT1. inhibition, % at 2.79 µM. recombinant PRMT1, activity-based probe fluorescence polarization. Q99873. hit rate 1.3% among 370,000;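 active = inhibition above about 21% made by adding two undisclosed values, limit read from the data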
mABHD4 FP: inhibits mouse alpha/beta hydrolase domain 4; AID 720543; purified mABHD4, FP-Rh probe fluorescence polarization; hit rate 0.54% among 370,000; inhibition, % at 8.92 µM; Q8VD66;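 active = inhibition exceeding the mean over every tested compound plus 3 SD, cut at about 30% in these data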;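 also: 0% = plate median of compound wells and 100% = S159A mutant with DMSO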
Target sequence (Q8VD66 whole entry, looked up, the tested form may be a part): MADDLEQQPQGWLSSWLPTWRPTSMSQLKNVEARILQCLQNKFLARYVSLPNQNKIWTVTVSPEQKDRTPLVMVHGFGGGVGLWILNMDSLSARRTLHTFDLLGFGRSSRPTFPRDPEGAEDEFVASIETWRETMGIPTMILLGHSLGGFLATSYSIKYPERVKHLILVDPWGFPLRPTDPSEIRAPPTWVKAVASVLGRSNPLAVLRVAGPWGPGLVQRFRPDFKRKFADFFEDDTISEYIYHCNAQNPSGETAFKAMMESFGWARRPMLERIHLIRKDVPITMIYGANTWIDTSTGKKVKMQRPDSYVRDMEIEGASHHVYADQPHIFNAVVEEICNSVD
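Assay system: Wild-type mouse ABHD4 protein | Medium: HEPES pH 7.0 buffer, 150 mM NaCl, 0.01% Pluronic F-127 | Incubation: Enzyme–compound pre-incubation 45 min, then probe 60 min, both 25 °C | Technique: Fluorescence polarization with parallel and perpendicular emission, 525/598 nm | Evaluation: % inhibition of FP-Rh probe binding versus controls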
TCR CD3 inh: blocks the human TCR-CD3 interaction | TAMRA-labeled TCR probe fluorescence, biochemical | inhibition, % at 9.4 µM | hit rate 0.37% among 360,000; in the data active = inhibition above about 19%;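 also: recombinant mutant TCR 2C K166C tagged with TAMRA read by polarization; 0% = receptor in buffer alone and 100% = receptor with positive control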
HTRA1 inh: blocks human HTRA1 serine peptidase; recombinant HTRA1, FP-rhodamine activity-based probe, fluorescence polarization; AID 504803; inhibition, % at 5.96 µM; hit rate 0.5% among 340,000; Q92743; in the data active = inhibition above about 36%;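 also: 0% = enzyme with DMSO and 100% = wells lacking enzyme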
NPR2 activator: GC-B (human) receptor activation; P20594; HEK293-GC-B cells, CNP EC30, cGMP TR-FRET; 0% at EC30 CNP, 100% saturating CNP; activation, % at 10 µM; hit rate 0.11% among 370,000; AID 1920062;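 active = activation at 10 µM reaching about 35% in either raw or pattern-adjusted values, limit read from the data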
SIAE primary: inhibitors of human sialic acid acetylesterase SIAE | Q9HAT2 | SIAE FP-Rh probe binding, fluorescence polarization | inhibition, % at 9.66 µM | hit rate 0.69% among 370,000;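 active = inhibition above a cutoff: mean of compounds within the control limits plus 3 SD of those, cut at about 17% in these data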;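 also: 0% = plate median of compound wells and 100% = probe without SIAE protein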
LEDGF integ inh: blocks HIV-1 LEDGF/p75-dependent DNA integration; TR-FRET IN-LEDGF/p75 DNA integration, Eu/Cy5; inhibition, % at 3.7 µM; hit rate 0.64% among 370,000;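 active = inhibition above the screen-wide mean plus 3 SD, cut at about 13% in these data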;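 also: signal is the Cy5 over europium emission ratio at 671 and 618 nm; 0% = plate median of compound wells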
rCAG binder: molecules binding r(CAG) RNA repeats; AID 651821; r(CAG) RNA repeat, TO-PRO-1 dye displacement fluorescence; inhibition, % at 3 µM; hit rate 1.3% among 370,000;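 active = inhibition above the plate cutoff, the mean of all test compounds on that plate plus 3 SD, cut at about 35% in these data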;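 also: 0% = DMSO alone and 100% = 100 µM mitoxantrone as full dye displacement; higher means more dye released from RNA so lower well fluorescence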
* hit, by the source's call; x = no result given. This is a subset; count on the stated rates, not on these rows.

Values run as follows: TDP2 absorb | MBD2 inh | PRMT1 inh | mABHD4 FP | TCR CD3 inh | HTRA1 inh | NPR2 activator | SIAE primary | LEDGF integ inh | rCAG binder
> CS/C(=N\S(=O)(=O)c1cccs1)Nc1cccc(Cl)c1C
 : -7 | 0 | 1 | -2 | 8 | -6 | -3 | -2 | 0 | 6
> c1ccc(-c2csc(=Nc3cccnc3)n2CC2CCCO2)cc1 (stereo not given)
 : 3 | 2 | -2 | 7 | 8 | 3 | 0 | 5 | 0 | -7
> O=C(CCCC(=O)NC1CCCC1)NC1CCCC1
 : -12 | -5 | -3 | -12 | -7 | 0 | 6 | -5 | 3 | 2
> COC(=O)c1c(C(=O)c2ccc(Br)cc2)n(C)c2ccccc12
 : 1 | 0 | 0 | -2 | 0 | -14 | -5 | -3 | -2 | 1
> CC(C)NC(=O)OCc1c(COC(=O)NC(C)C)c([N+](=O)[O-])n2c1CCC2
 : 5 | -1 | 2 | -11 | -5 | x | 1 | 1 | -4 | -1
> Cn1c(CNS(=O)(=O)c2ccc(Cl)cc2)cc(=O)n(C)c1=O
 : 1 | 4 | 3 | 4 | 4 | 2 | -2 | -2 | 1 | -2
> O=C(O)c1cc(Br)ccc1NS(=O)(=O)c1cccc2nsnc12
 : 6 | -3 | -2 | -4 | 0 | -11 | 0 | 4 | -3 | 31
> CC(C)Nc1nc(Nc2ccc(C(N)=O)cc2)c2sccc2n1
 : -1 | -2 | -9 | 0 | -3 | x | 3 | -4 | -1 | 1
> O=C(CCc1c[nH]c2ccccc12)N=Nc1c(O)[nH]c2ccccc12
 : 0 | -6 | 2 | -8 | 8 | -11 | -2 | 1 | 4 | 1
> COC(=O)c1nn(-c2ccccc2)c(Cl)c1/C=N/OCc1ccc(Cl)cc1Cl
 : 9 | -7 | -2 | 1 | -3 | 2 | -12 | 11 | 2 | 1
> O=C1c2ccccc2C(Nc2ccc(Cl)cn2)N1c1cccnc1 (stereo not given)
 : 4 | 2 | 0 | -3 | 2 | -4 | 0 | 2 | -3 | 1
> CN(CC1CCCN(CCc2ccc(Cl)cc2)C1)C(=O)c1ccoc1 (stereo not given)
 : 10 | -1 | 0 | 9 | 2 | 6 | 3 | 1 | -2 | -7
> Clc1cccc(N2CCN(Cc3nc(-c4ccccc4)no3)CC2)c1
 : -3 | -2 | 0 | -2 | -4 | -16 | 4 | 12 | 2 | 5
> CC(=O)c1cccc(NC(=O)Nc2nc(C)cc(C)n2)c1
 : 11 | 0 | 2 | -2 | -4 | -3 | 1 | 2 | -4 | -1
> OCCNCc1cccc(-c2ccccc2)c1O
 : -9 | -2 | -4 | -4 | 4 | -4 | 1 | 0 | 1 | 2
> Cc1ccc(SCc2nc3ncccn3c2Br)cc1
 : -1 | -6 | -8 | -4 | 4 | x | 0 | 5 | 1 | -6
> COc1cc(OC)c(-c2nnc3n(CCc4ccccc4)c(=O)c4ccccc4n23)cc1OC
 : 6 | 2 | 1 | 7 | 5 | x | 0 | -6 | 5 | -4
> O=C(c1ccc2nc(Cc3cccc(Cl)c3)oc2c1)N1CCOCC1
 : -5 | 0 | -4 | 2 | 8 | 1 | 3 | -2 | 3 | 0
> COc1cccc2cc(CC(=O)c3ccc(C)c(C)c3)c(=O)oc12
 : -1 | 4 | 2 | 3 | -5 | -1 | -2 | -3 | -5 | -1
> CC(C)(C(N)=O)N1CCN(c2ncc(C(F)(F)F)cc2Cl)CC1
 : -1 | 0 | -4 | -4 | -1 | -2 | 2 | -6 | 0 | -2

Single records (already shown). Values in the order: TDP2 absorb	MBD2 inh	PRMT1 inh	mABHD4 FP	TCR CD3 inh	HTRA1 inh	NPR2 activator	SIAE primary	LEDGF integ inh	rCAG binder
CC(C)NC(=O)OCc1c(COC(=O)NC(C)C)c([N+](=O)[O-])n2c1CCC2 as listed: 5	-1	2	-11	-5	x	1	1	-4	-1
COc1cc(OC)c(-c2nnc3n(CCc4ccccc4)c(=O)c4ccccc4n23)cc1OC as listed: 6	2	1	7	5	x	0	-6	5	-4

Going on with the list:
Values run as follows: TDP2 absorb | MBD2 inh | PRMT1 inh | mABHD4 FP | TCR CD3 inh | HTRA1 inh | NPR2 activator | SIAE primary | LEDGF integ inh | rCAG binder
> Cc1ccc(-c2ccc(C(=O)NCc3ccc(Cl)cc3)o2)c2ccccc12
 : 1 | 1 | 1 | -14 | -2 | -70 | 1 | -27 | -2 | 11
> COc1cc(C(O)c2nc3ccccc3n2C)cc(OC)c1OC (stereo not given)
 : -11 | 3 | -2 | 4 | 1 | -3 | -4 | 0 | 2 | -3
> COc1ccc(C(=O)NC2(C(F)(F)F)NC(=O)N(CCCc3ccccc3)C2=O)c(OC)c1OC (stereo not given)
 : -4 | 3 | 1 | -1 | 4 | -23 | 1 | 9 | -2 | -6
> Cc1sc2nc(N)sc2c1C
 : 1 | -7 | 7 | 4 | 0 | 4 | -8 | 3 | -2 | 1
> COc1ccc(OCc2ccc(C(=O)NN)cc2)cc1
 : 1 | -1 | 3 | -2 | -1 | -7 | 0 | -6 | -5 | 2
> CN1[C@@H](Cc2ccccc2)COc2cccc(N3CCSCC3)c2S1(=O)=O
 : 2 | 4 | 16 | 0 | x | x | 4 | 3 | 1 | 5
> COc1ccc(NC(=O)Cn2nnc(C(=O)Nc3ccc(F)c(Cl)c3)c2N)cc1
 : 0 | -1 | 3 | 0 | 2 | -4 | -2 | -17 | -2 | 8
> Cc1nc2c(-c3ccccc3)c(C)nn2c(C)c1CCC(=O)NC(C)CCc1ccco1 (stereo not given)
 : -3 | -2 | 0 | -11 | -4 | -6 | -19 | -7 | 11 | 5
> CCCCOCCCNC(=O)C[C@@H]1C[C@@]2(C(=O)OC)CCCCC=C2N(Cc2ccco2)C1=O
 : 0 | 1 | 0 | -2 | 1 | x | 7 | -1 | -3 | 5
> Cc1cc(Br)ccc1OCCN1CCCC1
 : 7 | -2 | 1 | 7 | 0 | 3 | 0 | -3 | 2 | 0
> Cc1ccc(NC(=O)CC(NC(=O)c2ccccc2Cl)c2ccccc2)nc1 (stereo not given)
 : -8 | 3 | 1 | -3 | 0 | 6 | 0 | -7 | 4 | 2
> CCn1ccnc1[C@@H]1C[C@H]2CN(Cc3cccc(Cl)c3)C(=O)[C@]23CCCN13
 : 4 | -2 | 0 | 2 | -1 | 3 | -11 | 4 | -2 | -8
> Cc1cc(C(=O)OCC(=O)Nc2ncc(C(F)(F)F)cc2Cl)c(C)o1
 : 5 | -2 | 2 | 4 | -5 | -1 | 6 | 11 | 0 | 1
> COC(=O)c1c(NC(=O)CCC(=O)O)sc(Cc2ccccc2)c1C
 : 15 | 1 | 3 | -3 | -3 | 5 | -4 | 0 | -4 | 33
> COC(=O)[C@]12C(=O)NC[C@H](CN1c1ccc(C(F)(F)F)cc1)N2C
 : -6 | 0 | -3 | 12 | 3 | -2 | 1 | -3 | 0 | -3
> Cc1cccn2c(=O)nc(SCC(=O)N3CCCC3)nc12
 : 1 | -2 | 4 | -1 | -1 | 8 | 2 | -1 | -2 | 1
> Cc1cc(C)n(S(=O)(=O)c2cccc([N+](=O)[O-])c2)n1
 : 13 | -3 | 2 | 1 | -2 | -3 | 3 | 1 | 2 | 0
> CCOC(=O)C1(O)CC(C)=NN1C(=O)c1cccc(Br)c1 (stereo not given)
 : 4 | 4 | 3 | 5 | 0 | -6 | -2 | -1 | -4 | 0
> COc1ccc(NC(=O)CSc2nnc(NC(=O)C3CCC3)s2)c(OC)c1
 : -7 | 3 | 3 | 6 | -5 | 3 | 0 | 3 | -5 | 1
> C#CCOCCOCCOCCNc1nc(N2CCOCC2)nc(N2CCN(C(=O)CCCCCCCCCCNC(=O)[C@@H](CCSC)n3cc(CCO)nn3)CC2)n1
 : 10 | 1 | 6 | 4 | -6 | 0 | 5 | -2 | 0 | -2
> Cn1cccc1Cc1nnc(SCC(=O)Nc2ccc(Cl)cc2)n1-c1ccc(F)cc1
 : -2 | -5 | 13 | -4 | -7 | -17 | -8 | -1 | -6 | 3
> COc1ccc(Cl)cc1Cn1c(C)c(C(=O)NCc2cccc([N+](=O)[O-])c2)sc1=O
 : 3 | 7 | 6 | -29 | -2 | x | -1 | -16 | -2 | 5
> COc1cc(NC(=O)C2CC2C)c(C(=O)O)cc1OC (stereo not given)
 : -7 | -3 | -2 | 3 | 2 | 2 | 0 | 2 | 4 | 1
> COc1ccc(NCN2C(=O)CCC2=O)cc1
 : 0 | 3 | -4 | 1 | 0 | 0 | 2 | 6 | -1 | 0
> O=C(CCc1ccccc1)Nc1ccccc1C(=O)NCc1ccco1
 : -8 | 3 | -2 | -7 | 2 | -9 | 9 | 5 | 0 | 2
> COc1ccc(Cc2nc(-c3ccccn3)no2)cc1OC
 : -4 | 8 | 1 | -4 | -9 | 3 | 1 | 6 | -1 | -3
> CC1(C)CC(=O)C2=C(C1)OC(N)=C(C#N)C2c1ccc[nH]1 (stereo not given)
 : -6 | -2 | 9 | 13 | -1 | 17 | 0 | -2 | 5 | 5
> CCCCSc1nc(C)cc(NC(=S)Nc2ccc(OC)cc2)n1
 : 12 | -7 | -3 | 0 | 3 | -9 | -1 | 8 | 2 | 1
> CC(O)[C@H]1CN=C(N)N1CC(C)(C)C (stereo not given in full)
 : 6 | 4 | 1 | 3 | -2 | 2 | -3 | 1 | 3 | 5
> CCCCCC1CC(/C(C)=N/NC(N)=O)OC1=O (stereo not given)
 : -5 | -6 | -3 | -1 | -1 | 4 | -9 | 2 | 0 | 0
> Cc1ccc(-n2c(SCC(=O)Nc3cccc(S(=O)(=O)NC4=NCCCCC4)c3)nc3ccccc3c2=O)cc1
 : -2 | 1 | 3 | -15 | 5 | -20 | 6 | -27 | -3 | 16
> O=C1c2ccccc2C(=O)N1Cc1ccccc1F
 : 16 | 7 | 6 | 4 | 1 | 7 | 8 | 1 | 0 | -1
> O=C(c1ccco1)N1CCN(S(=O)(=O)c2ccc3[nH]c(=O)oc3c2)CC1
 : -6 | 1 | -2 | 8 | -1 | 0 | -2 | 6 | -1 | 9
> COc1ccc(-c2cc3c(=O)n(CC(=O)Nc4ccc(Cl)cc4)nc(C)n3n2)cc1
 : -9 | -4 | 4 | 7 | 3 | 3 | 11 | 3 | -7 | 1
> CCCCC(Sc1nc(N)c(NC(=O)c2ccc(OCC)cc2)c(=O)[nH]1)C(=O)O (stereo not given)
 : 8 | -4 | 3 | 6 | -2 | 6 | 3 | 2 | -1 | 0
> Cc1ccc(C(=O)NNC(=O)c2cccc(S(=O)(=O)N3CCN(c4ccccc4)CC3)c2)cc1
 : -5 | 3 | 0 | 2 | 4 | 1 | 4 | -3 | 1 | 8
> Cc1ccc(C)c(C(=O)CSc2nc(N)cc(=O)[nH]2)c1
 : 3 | 2 | -2 | 5 | -4 | 8 | 0 | 2 | 3 | -1
> COCCCNC(=S)NNC(=O)C(O)(c1ccccc1)c1ccccc1
 : 13 | -5 | 2 | 1 | 25* | -3 | 3 | 3 | 1 | 0
